HKDC1 inhibitor – inhibitors of human hexokinase HKDC1; recombinant HKDC1, G6PDH/diaphorase resazurin coupled fluorescence; inhibition, % at 20 µM; actives 0.16% (n = 340,000); Q2TB90; AID 493160;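 active = inhibition above about 35% when tested at 20 µM, limit read from the data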;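 note: plate controls were DMSO wells with enzyme for no effect and DMSO wells lacking enzyme for full effect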
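Test system: recombinant HKDC1 (HK5) hexokinase enzyme, produced in-house / Doses: 20 µM test compound, 1% DMSO / Timing: 90 min, room temperature / Detection: G6PDH/diaphorase-coupled fluorescence, 1 mM NADP, 100 µM resazurin, 525/613 nm / Control set: DMSO wells with and without enzyme mix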
Apaf-1 inh – human Apaf-1 inhibition. O14727. reconstituted apoptosome caspase-3 activity, DEVD-Rh110 fluorescence. inhibition, % at 20 µM. actives 0.71% (n = 330,000). AID 489030; active = inhibition of at least 40% at 20 µM;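 note: plate controls were DMSO wells for no effect and DEVD-CHO caspase inhibitor wells for full effect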
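detection = Rh110 fluorescence intensity | test system = biochemical Apaf-1 apoptosome reconstitution | also added = cytochrome c and DEVD-Rh110 substrate | schedule = 30 min plus 50 min, RT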
SENP6 block – blocks the human protease SENP6 | Q9GZR1 | Recombinant SENP6 catalytic domain, aminoluciferin luminescence | inhibition, % at 10 µM | actives 1.8% (n = 330,000);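 active = inhibition above about 50% at the single tested dose, limit read from the data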;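 note: plate controls were DMSO wells with enzyme for no effect and DMSO wells lacking enzyme for full effect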
Target sequence (Q9GZR1 628-1112 limits assumed): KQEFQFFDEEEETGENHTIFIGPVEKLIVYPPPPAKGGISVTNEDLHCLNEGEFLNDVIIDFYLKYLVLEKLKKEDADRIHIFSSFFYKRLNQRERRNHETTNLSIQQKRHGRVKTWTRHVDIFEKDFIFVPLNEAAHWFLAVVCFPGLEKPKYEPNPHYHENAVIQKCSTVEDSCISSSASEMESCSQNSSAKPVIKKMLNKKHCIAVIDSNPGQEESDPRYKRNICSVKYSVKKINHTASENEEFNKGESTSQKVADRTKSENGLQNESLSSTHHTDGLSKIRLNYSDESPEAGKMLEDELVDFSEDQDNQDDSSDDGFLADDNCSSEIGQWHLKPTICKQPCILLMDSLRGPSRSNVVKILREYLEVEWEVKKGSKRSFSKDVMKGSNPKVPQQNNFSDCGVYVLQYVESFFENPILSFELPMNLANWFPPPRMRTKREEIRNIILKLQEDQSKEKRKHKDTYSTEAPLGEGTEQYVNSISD
SENP8 block-1 – blocks the human protease SENP8; Q96LD8; purified SENP8, Z-RLRGG-aminoluciferin cleavage, luminescence; inhibition, % at 10 µM; actives 1.2% (n = 330,000); AID 2540; in the data active = inhibition above about 50%
Target sequence (Q96LD8 whole entry, looked up): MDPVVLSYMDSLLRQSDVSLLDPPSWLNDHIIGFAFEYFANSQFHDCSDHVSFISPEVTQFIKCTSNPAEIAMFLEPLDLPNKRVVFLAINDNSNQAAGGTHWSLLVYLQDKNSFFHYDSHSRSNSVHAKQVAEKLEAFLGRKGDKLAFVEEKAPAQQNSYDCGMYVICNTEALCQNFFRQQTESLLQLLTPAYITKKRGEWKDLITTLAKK
SENP8 block-2 – blocks human SENP8 cleavage of Nedd8 substrate; recombinant SENP8, Nedd8 substrate fluorescence; inhibition, % at 20 µM; AID 602440; actives 0.64% (n = 360,000); in the data active = inhibition mostly above about 40%, no sharp cut-off; inactive = mostly below about 27%
SENP1 FRET inh – inhibitors of human SENP1 SUMO protease catalytic domain; Q9P0U3; recombinant SENP1 catalytic domain, CyPet-SUMO1-YPet FRET cleavage; inhibition, % at 10 µM; actives 0.21% (n = 360,000); AID 624204;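 active = inhibition at least 30% at 10 µM, raw YFP signal under a set limit, fluorescence ratio 0.5 to 1.5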;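 note: 0% = enzyme with DMSO and 100% = no enzyme wells; some results filed as inactive read as strong as hits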
Target sequence (Q9P0U3 419-644 limits assumed): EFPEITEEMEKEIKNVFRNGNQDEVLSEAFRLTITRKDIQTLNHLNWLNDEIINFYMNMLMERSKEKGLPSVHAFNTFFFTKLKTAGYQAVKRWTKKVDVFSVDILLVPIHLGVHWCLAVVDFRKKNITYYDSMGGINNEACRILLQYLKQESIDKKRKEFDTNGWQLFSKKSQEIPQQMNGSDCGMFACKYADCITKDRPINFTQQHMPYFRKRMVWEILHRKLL
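Assay system: hSENP1 catalytic domain, recombinant. Amount: SENP1 enzyme, 20 pM final. Schedule: 50 min reaction, RT, dark. Technique: FRET, CFP and YFP emission. Control set: no-enzyme wells low, DMSO-plus-enzyme wells high control.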
PfG6PD inh – PfG6PD (Plasmodium falciparum) enzyme inhibition; PfGluPho enzyme, NADPH resazurin-diaphorase fluorescence; inhibition, % at 20 µM; actives 0.78% (n = 350,000); AID 504690;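 active = inhibition reaching at least a set limit at 20 µM in the primary screen, cut at about 59% in these data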;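 note: 0% = DMSO wells with substrate and 100% = DMSO wells lacking glucose-6-phosphate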
SENP7 block – inhibitors of human SENP7 protease; Q9BQF6; recombinant SENP7, Z-RLRGG-aminoluciferin luminescence, 40 min; inhibition, % at 5 µM; actives 1.5% (n = 330,000); AID 434973;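 active = inhibition above about 50% at the single test dose, limit read from the data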;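 note: plate controls were DMSO with enzyme for no effect and no enzyme buffer wells for full effect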
* hit, by the source's call; / = no result given. No enrichment for hits (roughly 3.6% active in at least one column).

SMILES	HKDC1 inhibitor	Apaf-1 inh	SENP6 block	SENP8 block-1	SENP8 block-2	SENP1 FRET inh	PfG6PD inh	SENP7 block
O=C(CSc1ccccc1)NCC1(N2CCCCC2)CCCCC1	1	6	-10	0	12	-24	-17	9
CC(C)(C)c1cc(=O)[nH]c(SCc2ccccc2Cl)n1	19	15	4	1	10	-4	-6	7
CCN(CC(=O)Nc1ccc2c(c1)OCCO2)c1ccc(S(=O)(=O)N2CCOCC2)cn1	0	-1	-9	-6	30	-2	0	-2
CCOc1ccc(S(=O)(=O)N2CCc3cc(OC)c(OC)cc3C2)cc1	-9	5	6	0	-1	-2	9	-5
O=C(CSc1nnc(-c2ccccn2)n1Cc1ccco1)c1ccc(Cl)cc1	5	12	-16	-15	6	-5	19	-8
C[C@H](CO)N1C[C@H](C)[C@@H](CN(C)C(=O)NC2CCCCC2)Oc2c(cccc2N(C)C)C1=O	-1	-2	-15	-6	6	0	-6	0
OCCNCc1cccc(Br)c1	11	0	-10	-2	11	-2	-19	10
N#Cc1ccc(C(=O)N2CCN(C(=O)C3CCCO3)CC2)cc1 (stereo not drawn)	-3	-1	-8	-8	14	1	0	-11
O=C1CN(C(=O)COC(=O)c2ccccc2NC(=O)c2ccco2)c2ccccc2N1	-2	12	-2	-2	-50	0	0	-14
Cc1ccc(NC(=S)NNC(=O)C2CC2c2ccc(C)cc2)cc1 (stereo not drawn)	-2	4	4	1	28	0	-8	2
Cc1ccc(C(=O)COc2ccccc2C(=O)Nc2ccccc2)cc1	6	9	2	-4	25	1	-5	-4
COc1cc(N)ccc1Cc1ccc(N)cc1OC	4	11	-2	-7	6	3	29	-2
CC(C)CN(C(=O)COc1ccc2ccc(=O)oc2c1)C1CCS(=O)(=O)C1 (stereo not drawn)	4	3	-7	4	-264	2	-8	5
CN(CC1CCCO1)S(=O)(=O)c1ccc(C(=O)N2CCN(c3ccccc3)CC2)cc1 (stereo not drawn)	-8	-12	-7	3	11	-1	3	1
COc1cc(CNCCN(C)C)c(Br)cc1OCC(=O)NCc1ccccc1	-5	14	4	-5	9	-1	0	7
Cc1nn(C)c(C)c1S(=O)(=O)N(CC(=O)NCc1cccs1)c1ccc(C(C)C)cc1	-3	15	8	-8	4	0	4	7
CCOC(=O)c1cnc(SCC(=O)Nc2sc(C)c(C)c2C#N)nc1N	-8	5	1	2	14	-1	-17	-3
CCn1c(C)nc2cc(C(=O)NNS(=O)(=O)c3cc(Br)ccc3Br)ccc21	-6	-17	-11	-6	15	-7	-16	1
O=C(CN1C(=O)NC2(CCc3ccccc32)C1=O)NCc1ccccc1Cl (stereo not drawn)	-2	0	-4	8	-11	-2	6	-5
O=C(CSC1=NC(=O)C(Cc2ccccc2)C(=O)N1)NC1CCCCC1 (stereo not drawn)	-7	-20	-5	-4	15	0	-4	-7
CCN1C[C@@H]2[C@@H]3C(=O)N(Cc4ccccc4)C(=O)[C@@H]3[C@](CC)(C(=O)OC)N2C1=NC	-7	11	/	/	2	0	13	-4
CC(=O)c1cccc(NC(=O)N2CCCC2C(=O)NCCc2ccccc2)c1 (stereo not drawn)	-5	-2	5	-2	14	0	-3	2
COc1ccc(-c2cc(C(=O)Nc3cc(C)n(Cc4ccc(Cl)cc4)n3)no2)cc1OC	-4	-19	12	-3	-52	-1	-5	5
NC(=O)C1=C[C@H](c2ccccc2)C[C@H](OCc2ccc(CO)cc2)O1	2	-9	-11	-15	-3	1	23	-7
CN(NS(C)(=O)=O)c1ncc(C(F)(F)F)cc1Cl	-12	0	5	9	2	1	-8	6

Gathered by group: the entries above containing a furan ring, fused or not.
SMILES	HKDC1 inhibitor	Apaf-1 inh	SENP6 block	SENP8 block-1	SENP8 block-2	SENP1 FRET inh	PfG6PD inh	SENP7 block
O=C(CSc1nnc(-c2ccccn2)n1Cc1ccco1)c1ccc(Cl)cc1	5	12	-16	-15	6	-5	19	-8
O=C1CN(C(=O)COC(=O)c2ccccc2NC(=O)c2ccco2)c2ccccc2N1	-2	12	-2	-2	-50	0	0	-14

Rewritten as comma-separated lines: entries from further up
Structure,HKDC1 inhibitor,Apaf-1 inh,SENP6 block,SENP8 block-1,SENP8 block-2,SENP1 FRET inh,PfG6PD inh,SENP7 block
CC(C)CN(C(=O)COc1ccc2ccc(=O)oc2c1)C1CCS(=O)(=O)C1 (stereo not drawn),4,3,-7,4,-264,2,-8,5
CN(CC1CCCO1)S(=O)(=O)c1ccc(C(=O)N2CCN(c3ccccc3)CC2)cc1 (stereo not drawn),-8,-12,-7,3,11,-1,3,1
COc1cc(CNCCN(C)C)c(Br)cc1OCC(=O)NCc1ccccc1,-5,14,4,-5,9,-1,0,7

(continued)
SMILES	HKDC1 inhibitor	Apaf-1 inh	SENP6 block	SENP8 block-1	SENP8 block-2	SENP1 FRET inh	PfG6PD inh	SENP7 block
CCOC(=O)N1CCN(C(=O)c2ccc(CS(=O)(=O)c3ccc(OC)cc3)o2)CC1	-2	-6	-13	7	9	-1	-11	-4
Cc1cnc(NC(=O)c2cc(S(=O)(=O)N(C)C)ccc2N2CCCC2)s1	-2	15	-7	-18	-34	-7	8	-2
COc1cccc(CNC(=O)Cn2ccc3cc(S(=O)(=O)N4CCCC4)ccc32)c1OC	-2	9	-3	-6	-1	2	-11	-8
O=C(/C=C/c1ccc([N+](=O)[O-])cc1)NCCN1C(=O)S/C(=C\c2ccc(F)cc2)C1=O	-5	-10	-1	-4	9	1	1	11
COCCNc1nnc(SCC(=O)NC(=O)c2ccccc2)s1	4	-3	-10	-3	1	1	1	1
O=C(c1cc(F)ccc1F)C1CCCN(C(=O)CCc2cnccn2)C1 (stereo not drawn)	0	-3	13	7	14	0	21	3
CCn1ccnc1[C@@H]1C[C@H]2CN(Cc3cccc(Cl)c3)C(=O)[C@]23CCCN13	5	-5	-20	-1	7	-2	6	17
Cc1c(NC(=O)C(C)OC(=O)CNC(=O)c2ccccc2)c(=O)n(-c2ccccc2)n1C (stereo not drawn)	-3	8	11	-2	15	3	7	9
Cc1ccccc1C(=O)OC1CCN(C)CC1	-6	-1	-9	-2	18	2	6	5
O=C(Nc1ccc(S(=O)(=O)N2CCOCC2)cc1)c1ccc2c(c1)OCO2	3	-21	4	-2	14	3	12	4
O=C1Nc2c(Br)cc(Br)c3cccc1c23	-3	-1	9	4	-391	-21	6	3
CC/C(=N\NC(=O)c1nnn(-c2nonc2N)c1-c1cccs1)c1ccccc1	-1	13	-2	2	-5	-3	4	1
CCOc1ccc(CNC(=O)C2CCN(S(=O)(=O)N3CCCC3)CC2)cc1OC	-1	-4	-14	-7	8	3	4	-3
CN(C)S(=O)(=O)c1cccc(COC(=O)Cc2c(F)cccc2Cl)c1	-1	20	-4	1	0	1	22	3
CN(CC(=O)NCCCn1ccnc1)S(=O)(=O)c1ccc(Cl)cc1	-6	5	-24	-17	13	3	-7	-3
Cc1ccc(C(=O)Nc2ccccc2C(=O)NCc2cccnc2)cc1	5	-2	-1	-12	-14	0	23	-12
Cn1ccnc1C1CCCCN1Cc1nc(Cc2cccc(C(F)(F)F)c2)no1 (stereo not drawn)	-4	-2	-10	5	0	1	7	-6
CNc1oc(-c2ccccc2F)nc1S(=O)(=O)c1ccc(C)cc1	-3	8	-8	-9	-75	0	2	-2
Cc1ccc(-c2nc(CSCC(=O)NCCCN3CCOCC3)c(C)o2)cc1	-2	-1	-30	-6	10	0	6	-9
CCOc1ccc(S(=O)(=O)NC2=NCCCCC2)cc1	-1	-12	1	0	14	1	-11	-2
CN(CC(=O)Nc1ccccc1Cl)C(=O)COC(=O)c1ccc(-c2ccc(O)cc2)cc1	-7	-7	-13	-1	-338	0	-11	-12
CC#CCCCC(=O)Nc1cc(OC)nc(OC)n1	-6	18	-1	9	5	-5	-4	-3
O=C(CSc1nccn1-c1ccccc1)c1ccc(Br)cc1	4	12	-22	-11	26	1	7	-4
COc1cc(CNCc2cccs2)cc(Br)c1OC	1	-1	-10	-5	23	3	-20	-1
CC(C)CC(=O)NC(=S)Nc1ccc(N2CCN(C(=O)c3cccs3)CC2)cc1	-3	-3	-4	2	0	2	14	-3

Single records, from the list above. Screens in order: HKDC1 inhibitor | Apaf-1 inh | SENP6 block | SENP8 block-1 | SENP8 block-2 | SENP1 FRET inh | PfG6PD inh | SENP7 block
CNc1oc(-c2ccccc2F)nc1S(=O)(=O)c1ccc(C)cc1 in the list: -3 | 8 | -8 | -9 | -75 | 0 | 2 | -2
CCOc1ccc(S(=O)(=O)NC2=NCCCCC2)cc1 in the list: -1 | -12 | 1 | 0 | 14 | 1 | -11 | -2
Cc1ccccc1C(=O)OC1CCN(C)CC1 in the list: -6 | -1 | -9 | -2 | 18 | 2 | 6 | 5

(further entries)
SMILES	HKDC1 inhibitor	Apaf-1 inh	SENP6 block	SENP8 block-1	SENP8 block-2	SENP1 FRET inh	PfG6PD inh	SENP7 block
CCOC(=O)N/N=C(C)/C=C/c1ccccc1	-10	14	11	0	3	1	6	-3
O=C(Nc1ccccc1Cl)C1C2CCC3C(CCC21)C3(Cl)Cl (stereo not drawn)	-13	-5	-6	1	12	2	4	7
c1ccc(-n2nnnc2SCc2cn3cccnc3n2)cc1	-1	-1	4	-1	-334	-3	-10	-3
COc1ccc(C)cc1NC(=O)c1cccc(C(=O)Nc2cc(C)ccc2OC)n1	-6	12	13	1	-16	0	11	-8
O=C(CN(C(=O)c1ccc(Cl)cc1Cl)N1C(=O)C2C3C=CC(C3)C2C1=O)c1ccc(F)cc1 (stereo not drawn)	-9	5	2	6	22	0	2	3
O=C(N/N=C/c1ccccn1)c1cc(-c2ccc(Br)s2)[nH]n1	-26	-4	-28	-6	9	-4	-11	-1
CCCCOc1ccc(-c2ncc([N+](=O)[O-])cn2)cc1	-3	-8	-8	-3	2	-2	6	9
Cc1ccc(C)c(C(=O)Nc2cc(C)nn2-c2nc(C)cc(C)n2)c1	10	6	-11	0	-6	1	-9	4
OCCN(Cc1nc(-c2ccc3c(c2)OCO3)no1)Cc1cccs1	-3	-8	-35	-5	24	0	3	6
COc1ccc(C(=O)NC(=S)NNC(=O)c2cccc(C)c2)cc1	-14	2	-24	-2	/	/	-25	6
COc1cccc(NC(=O)CN(C)C(=O)COc2cc(C)ccc2Cl)c1	-2	6	1	-6	7	1	8	4

Arranged by the number under SENP6 block (lowest first): six from the list above
SMILES	SENP6 block
O=C(N/N=C/c1ccccn1)c1cc(-c2ccc(Br)s2)[nH]n1	-28
COc1ccc(C(=O)NC(=S)NNC(=O)c2cccc(C)c2)cc1	-24
Cc1ccc(C)c(C(=O)Nc2cc(C)nn2-c2nc(C)cc(C)n2)c1	-11
c1ccc(-n2nnnc2SCc2cn3cccnc3n2)cc1	4
CCOC(=O)N/N=C(C)/C=C/c1ccccc1	11
COc1ccc(C)cc1NC(=O)c1cccc(C(=O)Nc2cc(C)ccc2OC)n1	13

High-throughput results deposited in PubChem BioAssay by Sanford-Burnham Center for Chemical Genomics.
